Screens from PubChem.
All columns: NCI-60 one-dose screen, growth in % after 48 h at 10 µM unless noted; 100 = growth as untreated, 0 = no growth, -100 = all killed.
HCT-116 = HCT-116 colon cancer | 82,000 tested, 7.3% active | AID 1794798
SF-268 = SF-268 CNS cancer cells; 82,000 tested, 3.1% active; AID 1794759
SW-620 = SW-620 colon cancer; 82,000 tested, 5.2% active; AID 1794795
HT29 = HT29 colon cancer; 81,000 tested, 7.4% active
HCC-2998 = HCC-2998 colon cancer. 79,000 tested, 4.7% active. AID 1794799
SNB-19 = SNB-19 CNS cancer cells. 81,000 tested, 2.5% active
SNB-75 = SNB-75 CNS cancer. 79,000 tested, 5% active. AID 1794750
KM12 = KM12 colon cancer cells; 82,000 tested, 5% active
HCT-15 = HCT-15 colon cancer | 82,000 tested, 5.2% active | AID 1794746
* marks the source's active call; other numbers are inactive results; x = not tested or not shown; & = joins results of further samples. The calls were made as follows: active = growth percent below 10; inactive = the rest.

item	molecule	HCT-116	SF-268	SW-620	HT29	HCC-2998	SNB-19	SNB-75	KM12	HCT-15
1	Cc1c(NC(=O)CCCn2c(O)c(/C=C3\C=Nc4ccccc43)sc2=S)c(=O)n(-c2ccccc2)n1C	99	95	103	103	104	90	98	100	102
2	O=C(Nc1ccc(-n2cc(-c3ccncc3)c(-c3ccc(Cl)c(O)c3)n2)cc1)Nc1cccc(Cl)c1Cl	90	97	121	100	123	116	x	102	98
3	CCOC(=O)C1=C(C)NC(SCc2nc(C)c(C)nc2C)N=C1c1ccc(F)cc1 (stereo not drawn)	97	105	99	108	113	96	64	101	99
4	NS(=O)(=O)c1nc2ccccc2[nH]1	93	102	103	85	106	103	92	100	107
5	CC(=O)N1N=C(c2ccccc2)CC1c1ccc2c(c1)OCO2 (stereo not drawn)	87	97	x	103	102	90	80	101	92
6	Nc1cnc2ccccc2c1	101	107	107	123	100	106	87	109	104
7	C(=NCCN=Cc1ccccc1)c1ccccc1	93	104	102	105	106	100	107	110	90
8	O=C1N(Cc2ccccc2)c2ccccc2[C@@]1(O)c1cc2c(cc1O)OCO2	94	101	101	92	100	106	102	106	105
9	CN(C)Cc1ccc(NC(=O)c2cncc(C#Cc3cnc(N)c4ncccc34)c2)cc1F	81	94	97	3.7*	91	87	123	-83*	-56*
10	CCOC(=O)C/C(C)=N\NC(N)=S	106	96	91	113	102	96	96	100	101
11	CC(=O)c1ccco1	115	107	117	112	113	99	95	108	103
12	CN(CCCN(C)CCC1CCCCC1)CCC1CCCCC1	47	84	75	3.7*	-30*	77	-0.9*	47	8.4*
13	CCOC(=O)Oc1ccc(Cl)cc1Cl	83	100	106	100	109	104	90	96	108
14	CC(=O)c1ccc2c3ccccc3n(C(C)=O)c2c1	89	94	101	104	51	98	90	110	101
15	OCCNCc1ccccc1	91	107	109	99	99	92	98	100	106
16	N#Cc1ccc(-c2ccc(-c3cccs3)s2)nc1	106	89	107	100	114	105	90	103	101
17	Oc1cccc2ccc(-c3nnc(SCc4ccc(O)c5ncccc45)o3)nc12	5.7*	23	19	57	28	13	34	8.3*	8.8*
18	Clc1csc2ccccc12	109	x	x	103	108	x	88	x	103
19	CS(=O)(=O)c1cccc(-c2c(-c3cccc(OCCc4ccc(F)cc4)c3)nc3sccn23)c1	63	77	90	82	103	89	117	91	79
20	NC(N)=Nc1ccc(Oc2cccc(Nc3ccc(Br)c(C(F)(F)F)c3)c2)cn1	-65*	7.0*	-79*	-48*	-86*	-84*	9.3*	-73*	-68*
21	C#CC(O)(c1ccc(Cl)cc1)c1ccc(Cl)cc1	97&92	100&102	96&110	98&93	111&109	108&100	104&93	97&104	99&94
22	Cc1cc(C)c(/C=C2\C(=O)Nc3ccc(NC(=O)CCCCC(=O)Nc4ccccc4N)cc32)[nH]1	101	97	96	95	108	83	49	75	94
23	CN1CCN(c2ccc(C(=O)/C=C/c3ccc(Br)cc3)cc2)CC1	7.4*	62	19	6.8*	15	31	28	11	8.4*
24	N=c1c2cn[nH]c2nc2sc3cc(Cl)c(Cl)cc3n12	103	125	113	93	108	98	96	118	109
25	Oc1ccc(Cc2ccc(O)c(C3CC(c4ccc5c(c4)OCO5)=NN3)c2)cc1C1CC(c2ccc3c(c2)OCO3)=NN1 (stereo not drawn)	53	71	89	121	94	72	50	90	67
26	CCOC(=O)/C(C#N)=C\Nc1ccc2ncnc(Nc3ccc(Cl)cc3)c2c1	84	76	97	86	101	88	86	74	85
27	CC(C)(COC(=O)COc1ccc(Cl)cc1Cl)[N+](=O)[O-]	102	101	100	95	86	107	108	100	103
28	C=CC(CN1CCCCC1)OC(=O)C(c1ccccc1)c1ccccc1 (stereo not drawn)	97	111	110	108	113	96	84	109	103
29	CCOC(=O)c1sc(NCC(=O)Nc2ccc([N+](=O)[O-])cc2Cl)c(C(=O)OCC)c1C	98	97	112	102	x	93	107	97	97
30	COc1ccc(-c2cc(-c3cc(OC)c(OC)c(OC)c3)c(C#N)c(=O)n2CCCCC(=O)O)cc1	94	87	98	99	105	96	52	95	77
31	Nc1[nH]nc2nc(-c3ccccc3)[nH]c(=O)c12	102	102	96	111	91	x	81	102	113
32	O=Cc1cc2c(cc1Br)OCO2	108	96	103	100	102	101	99	104	103
33	CCc1cc2c(cc1C(=O)C(C)C)C(C)(C)CCC2(C)C	102	103	108	96	108	108	84	103	97
34	COC(=O)N[C@@H](C)CNc1nccc(-c2cn(C(C)C)nc2-c2cc(Cl)cc(NS(C)(=O)=O)c2F)n1	20	82	53	8.0*	70	108	52	70	54
35	OC(CC(O)c1ccccc1)c1ccccc1 (stereo not drawn)	116	102	114	104	x	110	87	108	104
36	O=C(O)c1cccc([N+](=O)[O-])c1-c1c(C(=O)O)cccc1[N+](=O)[O-]	105	102	98	103	104	113	84	105	100
37	NC(=O)Cc1nc(O)cc(=O)[nH]1	110	102	104	93	100	97	88	106	97
38	O=S1(=O)CCN(Cc2cccnc2)CC1	98	105	98	100	103	102	85	105	98
39	Cn1ccnc1C(=O)/C=C/c1ccc(C(=O)Nc2ccc(Cl)cc2)cc1	-49*	0.5*	-47*	2.8*	-10*	-3.0*	-3.0*	-50*	-13*
40	CCN(CC)CCN[C@@H](c1ccccc1)[C@H](O)c1ccccc1	103	96	102	107	115	110	63	103	93
41	COc1cc(/C=C2\Oc3cc(OCCN4CCC(Cc5ccccc5)CC4)ccc3C2=O)cc(OC)c1	87	94	96	91	82	94	83	98	79
42	O=C1OCC2=C1C(c1cccc([N+](=O)[O-])c1)CC(=O)N2c1ccc(F)cc1 (stereo not drawn)	123	108	107	100	108	104	89	106	108
43	CCCC1OC(c2cc3c(cc2Cl)OCO3)OCC1CC (stereo not drawn)	95	97	93	102	105	104	88	107	102
44	COc1ccc(-c2nnc(Nc3ccc(F)cc3)o2)cc1OC	97	101	107	91	110	103	88	100	101
45	Cc1nc(C#N)c(NCc2ccccc2O)o1	101	103	102	107	109	97	71	104	106
46	C/C=C/C(=O)OC1CCCC1	88	100	108	104	102	108	91	102	106
47	Cn1ccc2cc(NC(=O)c3ccnnc3)ccc21	105	88	103	109	111	100	59	101	107
48	CCC(=O)O[C@]1(C(C)=O)CC[C@H]2[C@@H]3CCC4=CC(=O)CC[C@]4(C)[C@H]3CC[C@@]21C	97	93	110	98	100	100	92	109	97
49	c1ccc2cc(Cn3c(-c4cccc5ccccc45)[n+](Cc4ccc5ccccc5c4)c4c5ccccc5c5ccccc5c43)ccc2c1	-73*	-38*	-78*	-49*	-85*	-83*	-66*	-82*	-60*
50	O=C(N/N=C/c1ccc(Sc2ncccn2)o1)c1cccc(F)c1	95	100	100	91	105	102	77	90	91

Part of the list above in order of heavy-atom count, high to low.
item	molecule	HCT-116	SF-268	SW-620	HT29	HCC-2998	SNB-19	SNB-75	KM12	HCT-15
49	c1ccc2cc(Cn3c(-c4cccc5ccccc45)[n+](Cc4ccc5ccccc5c4)c4c5ccccc5c5ccccc5c43)ccc2c1	-73*	-38*	-78*	-49*	-85*	-83*	-66*	-82*	-60*
41	COc1cc(/C=C2\Oc3cc(OCCN4CCC(Cc5ccccc5)CC4)ccc3C2=O)cc(OC)c1	87	94	96	91	82	94	83	98	79
30	COc1ccc(-c2cc(-c3cc(OC)c(OC)c(OC)c3)c(C#N)c(=O)n2CCCCC(=O)O)cc1	94	87	98	99	105	96	52	95	77
29	CCOC(=O)c1sc(NCC(=O)Nc2ccc([N+](=O)[O-])cc2Cl)c(C(=O)OCC)c1C	98	97	112	102	x	93	107	97	97
26	CCOC(=O)/C(C#N)=C\Nc1ccc2ncnc(Nc3ccc(Cl)cc3)c2c1	84	76	97	86	101	88	86	74	85
42	O=C1OCC2=C1C(c1cccc([N+](=O)[O-])c1)CC(=O)N2c1ccc(F)cc1 (stereo not drawn)	123	108	107	100	108	104	89	106	108
28	C=CC(CN1CCCCC1)OC(=O)C(c1ccccc1)c1ccccc1 (stereo not drawn)	97	111	110	108	113	96	84	109	103
50	O=C(N/N=C/c1ccc(Sc2ncccn2)o1)c1cccc(F)c1	95	100	100	91	105	102	77	90	91
44	COc1ccc(-c2nnc(Nc3ccc(F)cc3)o2)cc1OC	97	101	107	91	110	103	88	100	101
33	CCc1cc2c(cc1C(=O)C(C)C)C(C)(C)CCC2(C)C	102	103	108	96	108	108	84	103	97
27	CC(C)(COC(=O)COc1ccc(Cl)cc1Cl)[N+](=O)[O-]	102	101	100	95	86	107	108	100	103
47	Cn1ccc2cc(NC(=O)c3ccnnc3)ccc21	105	88	103	109	111	100	59	101	107
45	Cc1nc(C#N)c(NCc2ccccc2O)o1	101	103	102	107	109	97	71	104	106
38	O=S1(=O)CCN(Cc2cccnc2)CC1	98	105	98	100	103	102	85	105	98
37	NC(=O)Cc1nc(O)cc(=O)[nH]1	110	102	104	93	100	97	88	106	97
46	C/C=C/C(=O)OC1CCCC1	88	100	108	104	102	108	91	102	106

More records:
item	molecule	HCT-116	SF-268	SW-620	HT29	HCC-2998	SNB-19	SNB-75	KM12	HCT-15
51	Cn1ccc2c1[C@H](c1cc3ccccc3n1C)C[C@@H]1C(=O)N(c3ccccc3)C(=O)[C@H]21	99	95	99	101	99	94	86	103	99
52	S=C=Nc1ccc2ccccc2c1	103	108	105	105	96	101	94	104	97
53	N#Cc1c(-c2ccc(F)cc2)nc(NN)nc1N1CCOCC1	94	94	96	103	112	97	67	102	96
54	COc1ccc(-c2ccc(-c3nc4ccccc4s3)c(=O)[nH]2)cc1	97	99	104	110	101	93	93	96	106
55	COc1ccc(NC(=O)c2ccc(Cl)cc2Cl)cc1	99	100	95	100	105	104	90	99	94
56	COc1ccc2cc(C3=CC(=O)CCC3)ccc2c1	93	103	117	87	x	92	95	109	99
57	COc1cc(/C=C/C(=O)NCC(=O)NN=C(C)C)cc(OC)c1OC	111	100	102	109	101	110	112	109	102
58	CO[C@H]1CC[C@@]2(C)C(=CC[C@H]3[C@@H]4CC[C@H]([C@H](C)CCCC(C)C)[C@@]4(C)CC[C@@H]32)C1	102	111	101	100	95	107	89	103	99
59	CC1(c2ccc(OC(F)F)cc2)NC(=O)N(CC(=O)NCc2ccc3c(c2)OCO3)C1=O (stereo not drawn)	99	114	108	97	99	90	78	118	104
60	CC1(C)C(N)=Nc2cc(OCCCCN3Cc4ccc(OCc5cn(CC(=O)N6CCC(CCN7CCCC7)CC6)nn5)cc4C3)c(OCC3CC3)cc21	95	91	113	91	126	105	99	113	105
61	Cc1ccc(OCC2CO2)cc1 (stereo not drawn)	112	103	108	107	91	101	100	109	95
62	CCOC(=O)C(C#N)C(=N)C1C(=O)OC2CCCCC21 (stereo not drawn)	117	110	102	104	105	106	102	121	115
63	O=C(S)CNC(=O)c1ccccc1	88	86	98	100	101	95	96	105	112
64	COc1ccccc1NC(=S)S	81	99	102	81	101	96	95	99	101
65	COc1cc(-c2noc(-c3ccccc3)n2)cc(OC)c1OC	93	95	101	98	104	91	96	101	98
66	C=CC1=CC2C(O)c3ccccc3N3C(=O)COC23C(OC)=C1 (stereo not drawn)	98	97	102	101	116	95	98	102	109
67	Cc1ccc(NC(=O)CCCl)cc1Cl	97	94	102	91	100	78	82	106	93
68	N#Cc1cnc2nc1NCCCCCCC2	109	92	111	x	100	96	98	105	100
69	O=C(Nc1ccccc1)Nc1cc(-c2ccccc2)on1	106	102	104	105	107	95	75	100	104
70	CC1=CCC2C1CC=C(C)C(CC[C@H]1[C@@](C)(O)CCC3OC(C)(C)[C@H](O)CC[C@@]31C)C2(C)C (stereo partly drawn)	41	92	75	48	86	73	63	103	63
71	O=C(Nc1cccc(Br)c1)Oc1cccc2cccnc12	93	107	106	92	98	100	83	110	94
72	C=C1C(=O)O[C@@H]([C@H](C)CCCC(C)=O)[C@@H]2O[C@H]([C@@]3(C)CCC(=O)O3)C[C@@H]12	104	121	107	109	88	105	x	110	100

Compounds as they come (roughly 11% active in at least one column).
